Screens: PubChem BioAssay, several laboratories
DNMT1 inh – DNMT1 (human) enzyme inhibition; P26358; DNMT1 molecular beacon, Hinp1I cleavage, fluorescence; inhibition (reported as % activation of signal), % at 10 µM; 360,000 compounds, 0.83% hits; in the data active means inhibition above about 50%
eLon inh – inhibitors of E. coli Lon protease. P0A9M0. purified E. coli Lon protease, fluorescence polarization. inhibition, % at 7.94 µM. 360,000 compounds, 0.42% hits. AID 602123; in the data active means inhibition above about 13%, passing the limit was not always enough;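 further: 0% = enzyme with probe and DMSO and 100% = no enzyme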
TbMetRS inhib – blocks T. brucei methionyl-tRNA synthetase activity; purified T. brucei MetRS, ATP depletion, Kinase-Glo luminescence; 360,000 compounds, 0.4% hits; inhibition, % at 11.9 µM;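 active means inhibition above a per-plate cutoff of the control wells' mean inhibition plus 3 SD, cut at about 5.5% in these data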;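 further: 0% = DMSO wells median and 100% = median of wells with control inhibitor compound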
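Test system: purified T. brucei MetRS enzyme. Also added: ATP, methionine and E. coli bulk tRNA substrates. Compound: 11.9 µM single point. Schedule: 15 min enzyme-compound preincubation, 2 h reaction, 10 min detection, 25 °C. Signal: luciferase luminescence of residual ATP, Kinase-Glo. Evaluation: percent inhibition versus plate control medians. Controls: DMSO wells, low control.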
CendR NRP1 mod – alters CendR peptide binding to human NRP-1. O14786. FAM-RPARPAR peptide binding to NRP-1, fluorescence polarization. inhibition, % at 25 µM. 360,000 compounds, 0.85% hits;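 active means inhibition or corrected inhibition above about 18%, plus a signal ratio from 0.5 to 1.5, limit read from the data, passing the limit was not always enough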; further: strong numbers were not always called active
Target sequence (O14786 whole entry, looked up): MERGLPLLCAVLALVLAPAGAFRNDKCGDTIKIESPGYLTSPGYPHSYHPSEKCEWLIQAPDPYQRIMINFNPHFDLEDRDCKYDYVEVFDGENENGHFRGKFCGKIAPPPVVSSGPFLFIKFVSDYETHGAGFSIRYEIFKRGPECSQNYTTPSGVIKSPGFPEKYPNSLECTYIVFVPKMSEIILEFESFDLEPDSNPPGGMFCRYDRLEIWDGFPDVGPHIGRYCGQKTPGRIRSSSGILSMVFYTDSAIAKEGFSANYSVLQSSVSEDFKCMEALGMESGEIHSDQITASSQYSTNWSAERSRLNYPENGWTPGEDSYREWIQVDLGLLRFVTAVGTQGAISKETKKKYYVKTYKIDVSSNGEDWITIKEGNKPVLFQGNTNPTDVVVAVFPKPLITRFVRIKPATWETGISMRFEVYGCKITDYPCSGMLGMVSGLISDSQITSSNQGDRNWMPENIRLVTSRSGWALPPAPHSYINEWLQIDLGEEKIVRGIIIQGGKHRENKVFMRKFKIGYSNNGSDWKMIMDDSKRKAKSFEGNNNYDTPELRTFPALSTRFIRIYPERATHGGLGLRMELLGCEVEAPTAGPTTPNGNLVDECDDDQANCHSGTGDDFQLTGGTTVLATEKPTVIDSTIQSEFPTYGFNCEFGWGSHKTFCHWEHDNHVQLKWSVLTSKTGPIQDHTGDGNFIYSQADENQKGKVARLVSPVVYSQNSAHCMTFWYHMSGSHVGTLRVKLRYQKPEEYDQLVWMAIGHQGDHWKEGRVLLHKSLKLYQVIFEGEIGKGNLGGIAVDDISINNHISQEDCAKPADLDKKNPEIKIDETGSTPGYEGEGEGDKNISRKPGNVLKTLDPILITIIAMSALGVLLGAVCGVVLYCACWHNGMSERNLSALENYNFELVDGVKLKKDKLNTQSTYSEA
MsrA inhibitor – inhibits bovine methionine sulfoxide reductase A; AID 651718; 360,000 compounds, 0.75% hits; inhibition, % at 15.5 µM; purified bovine MsrA, absorbance read-out; in the data active means inhibition above about 4.5%;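 further: 0% = vehicle wells with enzyme and 100% = reference inhibitor wells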
MsrA act – activates bovine MsrA enzyme; purified bovine MsrA, absorbance read-out; 360,000 compounds, 0.3% hits; AID 602163; activation, % at 10.6 µM; in the data active means activation above about 7.5%;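 further: 0% = vehicle and 100% = reference activator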
SUMO1-SIM PPI – modulators of human SUMO1-mediated protein-protein interactions; P63165; SUMO1 binding to a labelled peptide, TR-FRET, 1 h; inhibition, % at 20 µM; 360,000 compounds, 0.33% hits; AID 602429; in the data active means inhibition above about 37%
LMPTP inh – LMPTP (human) inhibition; P24666; recombinant LMPTP-A, OMFP fluorogenic substrate, fluorescence intensity; inhibition, % at 20 µM; 360,000 compounds, 0.22% hits; AID 651560;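 active means compounds that cut the enzyme signal by at least half of the control window in the single-dose screen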;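 further: plate controls were DMSO wells with enzyme plus substrate for no effect and substrate without enzyme for full effect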
Target sequence (P24666 whole entry, looked up): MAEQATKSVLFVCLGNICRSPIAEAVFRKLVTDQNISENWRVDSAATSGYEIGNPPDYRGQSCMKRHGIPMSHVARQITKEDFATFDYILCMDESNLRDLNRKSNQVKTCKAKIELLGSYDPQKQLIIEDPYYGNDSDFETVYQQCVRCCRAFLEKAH
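Test system – LMPTP-A enzyme · Amount – LMPTP-A at 0.625 nM final in the reaction · Buffer or medium – Bis-Tris pH 6.0, DTT, detergent · Reagent – OMFP 400 µM · Doses – single 20 µM dose · Schedule – reaction 50 min, room temperature, dark · Detection – fluorescence intensity of OMFP turnover product · Evaluation – percent inhibition versus substrate-only and uninhibited controls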
STEP block – inhibitors of human striatal-enriched phosphatase STEP. P54829. recombinant STEP, OMFP fluorogenic substrate, fluorescence. inhibition, % at 20 µM. 360,000 compounds, 0.25% hits. AID 588621;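 active means inhibition at 20 µM, scaled per plate between control wells, above about 37%, limit read from the data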;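 further: 0% = DMSO with enzyme and substrate and 100% = substrate only without enzyme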
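medium = Bis-Tris buffer pH 6.0, 2.5 mM DTT, 0.005% Tween 20 | test system = STEP (striatal-enriched tyrosine phosphatase) enzyme, cell-free | measure = normalized % inhibition | compound dosing = 20 µM, 1% DMSO | also added = 25 µM OMFP | schedule = reaction 20 min, ambient temperature | measured by = fluorescence read at 480 nm ex / 540 nm em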
Scp-1 inhibitor – inhibitors of human Scp-1 phosphatase | 340,000 compounds, 0.88% hits | Q9GZU7 | AID 493091 | inhibition, % at 20 µM | Recombinant Scp1, phosphopeptide, malachite green phosphate absorbance;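 active means inhibition above about 50% at 20 µM, limit read from the data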;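 further: plate controls were DMSO wells with enzyme for no effect and wells lacking enzyme for full effect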
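Material: truncated SCP-1 phosphatase (76-261aa) / Buffer or medium: 50 mM Tris acetate pH 5.5, 0.005% Tween-20, 10 mM MgCl2 / Compound dosing: one concentration, 20 µM, with 1.0% DMSO / Incubation: 45 min room-temperature reaction, 5 min colour, 30 min stabiliser / Detection: colorimetric free-phosphate detection, absorbance 630 nm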
Active calls of the source: *; x = not tested or not shown.

SMILES	DNMT1 inh	eLon inh	TbMetRS inhib	CendR NRP1 mod	MsrA inhibitor	MsrA act	SUMO1-SIM PPI	LMPTP inh	STEP block	Scp-1 inhibitor
CC(C)C(C(=O)NC1CCCC1)N1CCC(O)(c2ccc(Cl)cc2)CC1 (centres undefined)	x	x	-1.0	-14	0.6	x	0	-1.3	x	x
CCOC(=O)N1CCN(c2c(-c3ccc(C(C)C)cc3)c(=O)c2=O)CC1	9	-12	-2.1	10	1.8	-13	-14	0.4	-4	-1
COC(=O)/C(C#N)=C/c1c(N2CCN(Cc3ccc4c(c3)OCO4)CC2)nc2c(C)cccn2c1=O	-1	0	0.1	4	-0.5	-2	0	-2.7	-4	-5
O=C1C2CCCN2C(c2cccc(Br)c2)N1c1ccc(F)cc1 (centres undefined)	-5	4	0.3	-2	1.0	-1	4	-2.3	-2	-4
CC1(C(=O)NS(=O)(=O)c2ccc(C#N)cc2)CCN1C(=O)c1cccc2ccccc12 (centres undefined)	2	-10	0.7	-5	-0.1	-1	4	-3.3	1	x
Cn1cnc([N+](=O)[O-])c1C(=O)Nc1cccc([N+](=O)[O-])c1	0	-8	0.2	2	-0.6	-2	-22	-0.3	-2	-3
COc1ccc(NC(=O)C2CCCN(S(=O)(=O)c3ccc4c(c3)CCCN4C(C)=O)C2)cc1 (centres undefined)	2	2	-1.0	5	0.4	-8	0	-2.3	-2	3
Cc1cccc(NC(NC(=O)Cc2ccccc2)C(Cl)(Cl)Cl)c1 (centres undefined)	-1	-5	0.4	4	1.1	-1	1	0.2	1	-12
Cc1ccc(/C=N/Nc2nc3ccccc3[nH]2)s1	2	6	3.4	29*	2.5	-10	-10	0.5	-1	-2
CC(C)CCNC(=O)c1nn(Cc2ccccc2)c(=O)c2ccccc12	4	-1	0.2	14	0.7	0	-6	2.4	2	-2
Cc1ccc(S(=O)(=O)N2[C@@H](c3ccc(F)cc3)C(C(=O)O)=CC[C@H]2c2ccc3c(c2)OCO3)cc1	2	-11	-0.3	-2	-0.1	-1	3	-0.3	1	4
Cc1c(Br)c(C(F)(F)F)nn1CC(=O)N(C)C1CCCCC1	-1	-3	0.2	3	0.0	1	3	-1.0	-2	-5
CCC(=O)Nc1ccc(Cl)c(NC(=O)c2ccc([N+](=O)[O-])cc2)c1	1	8	0.1	5	-0.2	-3	-28	-1.4	1	6
O=C(O)c1ccc(NC(=S)NC(=O)c2ccc3ccccc3c2)cc1	5	1	-0.6	-3	-0.1	-8	-7	-0.7	12	47
C=CCn1c(SCC(=O)NNC(=O)Nc2ccc(C)cc2)nnc1-c1ccccc1	0	5	-0.5	-1	0.5	-2	2	-1.8	1	-11
CS(=O)(=O)c1ccc2nc(NC(=O)CCNC(=O)c3ccccc3Cl)sc2c1	2	-3	-0.3	-4	0.8	-2	0	-1.9	-1	-5
CC1(C(=O)Nc2cccc3cccnc23)CCN1Cc1ccc(-c2ccccc2)o1 (centres undefined)	0	-25	-0.1	-6	-0.5	-2	-4	0.8	-2	x
O=C(Cc1ccccc1)NC1CCN(Cc2ccccc2)CC1	2	2	0.2	9	0.8	-2	1	-0.4	-2	-7
Cn1c(=O)c(=O)n(C)c2cc(S(=O)(=O)N3CCN(Cc4ccccc4)CC3)ccc21	0	1	0.3	-1	0.2	2	-1	-3.4	-1	-14
Cc1ccc(NC(=S)N2CCC(NC(=O)c3ccc(F)cc3)CC2)cc1	2	4	-0.2	3	0.0	-9	4	-1.1	3	4
CC(=O)N1CCN(S(=O)(=O)c2ccc(Cl)cc2F)CC1	3	-11	-0.9	10	1.9	-7	-1	-0.7	-2	-12
C=CCN1CCCC1CNC(=O)c1cc2[nH]nnc2cc1OC (centres undefined)	0	2	-0.5	-18	-0.1	-2	0	-1.4	-3	1
CC(O)(CS(=O)(=O)c1ccc(Br)cc1)c1ccccc1 (centres undefined)	1	-3	3.1	6	-0.1	-1	3	-1.5	-2	-10
CN(CC(=O)Nc1ccc(F)c(F)c1F)C(=O)c1ccc2c(c1)OCCO2	0	2	-0.1	-3	-0.2	-4	1	-0.6	-2	-6

A draw from above in order of molecular weight, ascending.
SMILES	DNMT1 inh	eLon inh	TbMetRS inhib	CendR NRP1 mod	MsrA inhibitor	MsrA act	SUMO1-SIM PPI	LMPTP inh	STEP block	Scp-1 inhibitor
C=CCN1CCCC1CNC(=O)c1cc2[nH]nnc2cc1OC (centres undefined)	0	2	-0.5	-18	-0.1	-2	0	-1.4	-3	1
CN(CC(=O)Nc1ccc(F)c(F)c1F)C(=O)c1ccc2c(c1)OCCO2	0	2	-0.1	-3	-0.2	-4	1	-0.6	-2	-6
Cn1c(=O)c(=O)n(C)c2cc(S(=O)(=O)N3CCN(Cc4ccccc4)CC3)ccc21	0	1	0.3	-1	0.2	2	-1	-3.4	-1	-14
CS(=O)(=O)c1ccc2nc(NC(=O)CCNC(=O)c3ccccc3Cl)sc2c1	2	-3	-0.3	-4	0.8	-2	0	-1.9	-1	-5

(next part)
SMILES	DNMT1 inh	eLon inh	TbMetRS inhib	CendR NRP1 mod	MsrA inhibitor	MsrA act	SUMO1-SIM PPI	LMPTP inh	STEP block	Scp-1 inhibitor
CCc1ccccc1NC(=S)N(CCN1CCOCC1)Cc1ccccc1F	-1	4	-1.0	10	0.2	-6	3	-1.7	-1	1
Cc1noc(C)c1CSCC(=O)Nc1nc2ccccc2s1	-3	-15	-0.3	1	0.0	-3	-1	0.0	-1	-13
N#Cc1ccccc1OCC(=O)N(Cc1nnc(-c2ccccc2Cl)o1)C1CC1	-2	1	-0.2	-16	0.8	-4	0	0.6	0	-3
O=C1CN(C(=O)CNC(=O)c2cccc(Cl)c2)c2ccccc2N1	-4	-6	0.6	6	0.8	-1	-1	0.0	-2	-8
COc1cccc(NC(=O)CCNS(=O)(=O)c2ccc3c(c2)oc(=O)n3C)c1	0	-10	-0.9	-5	0.0	-10	0	-0.7	-1	7
O=C(Nc1ccccc1)C(c1ccccc1)C1CCCC1 (centres undefined)	0	2	-1.6	4	1.2	-10	0	0.8	-1	1
CCN(CC)S(=O)(=O)c1ccc(C(=O)Nc2nnc(CSC)o2)cc1	3	-9	-0.9	-6	-1.3	-11	13	-1.0	2	1
CC1(C)NC(=O)NC2(C)NC(=O)NC(C)(C)C12 (centres undefined)	3	-4	-0.5	0	-0.3	-10	-2	-1.4	-4	-5
Cc1ccc(SCC(=O)OC(C)C(=O)NCc2ccccc2)cc1 (centres undefined)	0	-12	-0.4	-14	0.3	-3	2	-0.2	-1	-12
CCC(CC)C(=O)Nc1cccc(S(=O)(=O)c2cccc(NC(=O)C(CC)CC)c2)c1	-2	-5	-1.4	-6	0.1	-7	1	0.2	3	-7
COc1ccc(C(C(=O)NC2CCCC2)N(C(=O)c2snc(C(N)=O)c2N)C2CCCC2)cc1OC (centres undefined)	-2	0	-0.8	2	0.2	-4	-1	-0.5	-2	-7
Nc1ccc2c(c1)C(=O)c1cc(N)c(Cl)cc1-2	1	-7	-0.2	0	0.7	-2	-22	0.6	1	-18
CC1(C)Cc2c(cnn2-c2cccc(F)c2)C(NC(=O)c2ccc(=O)[nH]n2)C1 (centres undefined)	0	-19	0.1	10	1.1	-1	-2	-0.7	0	-4
CCC(=O)Nc1ccc(NC(=O)c2oc3ccccc3c2C)cc1	-3	3	-1.3	6	0.9	-8	-1	-0.7	-1	-6
CC(=O)Nc1ccc(C(=O)n2cnc3cc(C)c(C)cc32)cc1	2	-18	-0.7	-10	0.0	-2	2	0.4	-2	-13
CN1CCN(C(=O)CN2C(=O)CC(C)(C)S(=O)(=O)c3ccccc32)CC1	0	-3	0.8	4	0.5	-2	-1	-0.3	-3	-3
COc1ccc(NC(=O)CSc2nnc3n2CCCCC3)cc1S(=O)(=O)N1CCOCC1	-1	-2	-0.2	3	0.3	-2	-4	-1.3	2	7
O=c1cc(CN2CCCCC2)c2c(ccc3ccccc32)o1	0	-3	0.1	3	0.8	-4	-15	1.8	0	x
O=C(Nc1nnc(-c2ccccc2Cl)s1)C1CCN(S(=O)(=O)c2ccc(Cl)cc2)CC1	0	8	0.1	-3	-0.5	-3	2	-1.2	-2	-12
C=CCN1C(=O)c2ccc(C(=O)N(C)CC(=O)Nc3c(C)cccc3C)cc2C1=O	-1	-1	0.2	4	-1.2	3	-10	-2.4	3	-6
CC1(c2ccccc2)CC(C)(C)N(C(=O)c2cc([N+](=O)[O-])cc([N+](=O)[O-])c2)c2ccccc21 (centres undefined)	-2	6	-0.2	0	3.4	4	8	0.7	5	-5
COc1ccccc1-c1nc(SCC(=O)Nc2ccccc2)n[nH]1	3	-3	-0.8	6	-0.3	-6	4	-0.7	2	-5
CSCCC(C(=O)NC1CCCC1)n1c(C2CCCC2)nc2ccccc21 (centres undefined)	x	x	0.7	7	1.0	x	-9	0.2	x	x
CCOC(=O)NC(c1cccc(Cl)c1)C1CCCCCC1=O (centres undefined)	0	-4	0.0	-8	-1.3	-2	1	0.3	2	-5
COc1ccc(NC(=O)c2ccc(=O)oc2)cc1	0	0	-0.4	-24	-0.9	-1	3	-1.9	-1	-5
CC(=O)c1c(C)oc2ccc(N(C(C)=O)S(=O)(=O)c3cccc([N+](=O)[O-])c3)cc12	-3	-4	-0.4	7	0.3	-2	-21	0.7	1	-5
N#Cc1nc(COc2ccc(Br)cc2)oc1N1CCN(Cc2ccccc2)CC1	-7	-4	1.5	0	-0.8	-8	-3	1.1	1	-2
CCCC(=O)N1CCC1(C)C(=O)Nc1ccc(OC(F)F)cc1 (centres undefined)	2	-1	-0.4	9	-0.1	0	-3	0.4	2	x
CCCCC(=O)NC(c1cccc([N+](=O)[O-])c1)c1c(OC(C)=O)ccc2ccccc12 (centres undefined)	-5	-4	0.1	0	0.8	4	-6	2.5	1	-11
CCCOc1ccc(/C=N/NC(=O)c2ccc(Cn3cc([N+](=O)[O-])cn3)o2)cc1	13	2	-0.4	3	2.4	-3	2	5.3	-2	14
CC1CCCCN1C(=O)COC(=O)C1CCN(S(=O)(=O)c2ccc(Cl)c(C(F)(F)F)c2)CC1 (centres undefined)	1	17	-0.4	-8	-1.3	-8	0	-1.2	2	-3
CCCCNC(=O)CN(Cc1ccco1)S(=O)(=O)c1ccc(C(C)=O)cc1	-2	5	-0.1	-7	0.0	11*	6	0.0	3	3
CCc1nc(SCc2ccccn2)c2c(=O)n(C)c(=O)n(C)c2n1	1	1	0.3	-2	-0.3	1	9	-1.2	2	-9
CCCCCOc1ccc(CSC2=NCCN2)cc1[N+](=O)[O-]	5	1	-0.5	12	0.1	-2	-6	-3.0	-2	-5
O=C(CC1NC(=O)NC1=O)Nc1cccc2ccccc12 (centres undefined)	1	-10	-0.7	4	1.9	-3	-3	-1.4	19	-4
